From PubChem
Anesthetic bind: candidate novel general anesthetic via apoferritin binding. 0.074% of 350,000 active. P02791. AID 485281. Potency, µM (doses to about 77.5 µM), without a hit: at the highest dose activity change, negative = displacement, most hits filed as inhibitors. apoferritin/1-aminoanthracene competitive binding, fluorescence; note: potency is the fitted concentration of half-maximal effect; % is set by controls: 0 for no effect and ±100 for the full control effect; nearly all actives have a fitted effect of over 20% in size
Target sequence (P02791 2-175 limits assumed): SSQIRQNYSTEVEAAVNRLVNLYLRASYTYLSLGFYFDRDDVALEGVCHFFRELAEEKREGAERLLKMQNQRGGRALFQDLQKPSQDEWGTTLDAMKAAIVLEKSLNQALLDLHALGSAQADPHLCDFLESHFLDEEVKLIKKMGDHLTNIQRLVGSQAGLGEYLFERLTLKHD
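10 uM apoferritin + 50% sat. 1-AMA, PBS; cpd 10 min RT; Ex380/Em535 endpoint; normalized to free probe vs complex; 4-param Hill fit; propofol titration as pos. ctrl.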
D1 antag: antagonists of human D1 dopamine receptor | P21728 | HEK293 TREx D1 cells, calcium flux, dopamine EC80; hits give low values | activity change, negative = inhibition, % at 10 µM | 3.2% of 360,000 active; in the data active = activity change below about -30%; note: % is set by controls: 0 for no effect and ±100 for the full control effect
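Calcium flux readout: force-coupled, inducible Hek293 Trex D1 line, cells induced overnight at 30 C with tetracycline, dye-loaded 30–90 min at RT. Antagonism scored against EC80 dopamine challenge given 180 s after compound.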
RXFP1 agonist: RXFP1 (human) receptor agonism; Q9HBX9; HEK293T-RXFP1 cAMP TR-FRET, 30 min; response scale: percent of porcine relaxin response, buffer zero; Potency, µM (doses to about 57.5 µM), for inactives: at the top dose activation, hits mostly activators; 0.3% of 370,000 active; note: potency is the fitted concentration of half-maximal effect; % is set by controls: 0 for no effect and ±100 for the full control effect; nearly all actives have a fitted effect of over 60% in size; many of its hits are not listed in these tables
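Agonist response is measured as cAMP accumulation in an RXFP1-transfected HEK293T line under PDE4 inhibition. Values are scaled between buffer-only and 29 nM porcine relaxin, and EC50s come from standard Hill equation fits.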
D2 PAM: positively modulates the human D2 dopamine receptor allosterically; 0.34% of 340,000 active; P14416; AID 485347; potentiation, % at 10 µM; HEK293 T-REx D2, calcium flux, EC20 dopamine potentiation;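 active = potentiation over 3 SD above the plate norm, cut at about 30% in these data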; note: 0% is about no effect
Target sequence (P14416 whole entry, looked up): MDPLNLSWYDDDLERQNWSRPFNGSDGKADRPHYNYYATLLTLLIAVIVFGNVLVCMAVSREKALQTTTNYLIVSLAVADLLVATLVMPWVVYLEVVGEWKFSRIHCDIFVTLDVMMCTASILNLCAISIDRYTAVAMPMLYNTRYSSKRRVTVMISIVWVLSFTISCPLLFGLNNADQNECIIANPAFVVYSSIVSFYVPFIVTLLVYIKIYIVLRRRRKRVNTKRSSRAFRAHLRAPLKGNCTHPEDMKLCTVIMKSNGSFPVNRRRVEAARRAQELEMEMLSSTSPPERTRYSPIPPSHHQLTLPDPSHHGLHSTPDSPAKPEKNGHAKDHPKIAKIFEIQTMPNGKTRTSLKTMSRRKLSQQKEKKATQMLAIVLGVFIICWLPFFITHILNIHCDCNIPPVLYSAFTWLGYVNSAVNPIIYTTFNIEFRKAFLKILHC
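Potentiation of an EC20 dopamine calcium response measured kinetically over 180 s, after a preceding 180 s compound-only read flagging agonists. Cells: inducible Hek293 Trex D2 line, 4000/well, cultured overnight at 30 C before dye loading.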
D1 agonist: agonists of human D1 dopamine receptor | AID 504660 | activation, % at 2 µM | HEK293 T-REx D1 cells, calcium flux, agonist mode | 1% of 360,000 active | P21728; in the data active = activation above about 30%; note: 0% is about no effect
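Inducible HEK293 T-REx D1 cells, force-coupled to calcium signalling, were plated at 4000 cells/well with tetracycline and held overnight at 30 C. After no-wash calcium dye loading, compound-evoked calcium rise over 180 s flagged agonists.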
RXFP1 antagonist: blocks the human relaxin receptor RXFP1 | Q9HBX9 | HEK293-RXFP1, relaxin-stimulated cAMP HTRF, 30 min; hits give low values | activity change, negative = inhibition, % at 57.5 µM | 0.59% of 350,000 active;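 active = activity change of -60% or lower, but not beyond a set lower limit; inconclusive = change between -60% and -40%, or beyond the set limit; inactive = change above -40%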; note: % is set by controls: 0 for no effect and ±100 for the full control effect
TRHR enhancer: allosterically enhances the human TRH receptor; P34981; TRHR cells, fluo-8 calcium fluorescence, EC20 TRH enhancement; enhancement, % at 2 µM; 0.66% of 360,000 active; in the data active = enhancement above about 30%; note: 0% is about no effect
Target sequence (P34981 whole entry, looked up): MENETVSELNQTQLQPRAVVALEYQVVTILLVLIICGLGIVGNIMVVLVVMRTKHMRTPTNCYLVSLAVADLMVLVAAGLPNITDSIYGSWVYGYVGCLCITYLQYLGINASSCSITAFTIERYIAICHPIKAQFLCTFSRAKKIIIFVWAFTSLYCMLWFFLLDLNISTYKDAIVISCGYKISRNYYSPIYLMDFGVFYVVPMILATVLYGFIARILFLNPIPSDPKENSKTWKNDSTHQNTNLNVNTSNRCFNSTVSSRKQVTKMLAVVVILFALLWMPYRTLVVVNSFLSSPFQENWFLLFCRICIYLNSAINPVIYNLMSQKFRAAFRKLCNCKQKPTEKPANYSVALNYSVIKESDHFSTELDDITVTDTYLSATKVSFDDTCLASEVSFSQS
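Enhancer read-out: after compound pinning and an initial kinetic agonist-mode read, an EC20 of TRH (10 nM final) was injected and fluo-8 calcium signal (Ex 480/Em 530) followed at 1 s/cycle for 100 cycles in TRHR-expressing cells.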
D1 PAM: potentiators of human D1 dopamine receptor | P21728 | HEK293 TREx D1 cells, calcium flux, dopamine EC20 potentiation | potentiation, % at 10 µM | 0.036% of 360,000 active | AID 504651; in the data active = potentiation above about 30%; note: 0% is about no effect
TRHR agonist: agonists of human TRH receptor; P34981; TRHR cells, calcium flux fluo-8, FDSS agonist mode; activation, % at 2 µM; 0.18% of 360,000 active; in the data active = activation above about 30%; note: 0% is about no effect
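In this calcium-flux screen, cells bearing human TRHR are dye-loaded with fluo-8, baselined for 10 cycles, then exposed to library compounds; positive kinetic calcium responses during the agonist phase mark hits, with TRH as control.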
* hit, by the source's call; ? = inconclusive; . = no result given; [ ] = another dose, or the depositor's remark. Unless noted, calls come from the whole dose curve; as a rule, active = well fitted curve in the direction sought with a large enough effect; inconclusive = small, poorly fitted or top-dose-only effect, or another doubt; inactive = no such curve, though single readings can be large; an effect the other way counts as inactive or inconclusive. Only part of the results is shown; the hit share may differ from the screen's.

SMILES	Anesthetic bind	D1 antag	RXFP1 agonist	D2 PAM	D1 agonist	RXFP1 antagonist	TRHR enhancer	D1 PAM	TRHR agonist
CCOc1ccc(-c2nnc(SCC(=O)Nc3ccc(C)cc3Cl)o2)cc1	0%	-2	9.6%	.	4	.	0	-2	0.4
CCN1CCN(C(c2ccc(SC)cc2)c2c(O)cc(C)n(CCOC)c2=O)CC1 (stereo not drawn)	-11%	6	9.0%	7	-1	2	2	-4	-0.2
CCOC(=O)NC(=S)Nc1ccc(OC)cc1	-4%	3	0.8%	6	-1	-6	0	-2	0.3
CSc1nnc(CNS(=O)(=O)c2ccc(Cl)cc2)n1C	-1%	-17	1.7%	19	0	-5	0	1	0.0
COc1cccc(C(=O)Cn2c(NCCCO)nc3ccccc32)c1	-14%	-8	3.5%	10	3	0	-3	3	0.5
C=CCOc1ccccc1CN(CCc1ccccc1)C(=O)c1cccc(S(C)(=O)=O)c1	-2%	11	0.4%	-2	9	-11	9	-7	0.6
CN(C)c1nc2c(c(N)nn2-c2ccc(Cl)cc2)c(=O)o1	-3%	-3	-0.1%	17	-1	1	0	-4	0.8
CC(=O)c1ccc(N2CCN(CC(=O)NCc3ccccc3)CC2)cc1	-1%	-14	0.4%	12	3	4	-7	-3	0.2
CCOC(=O)C(Cc1c[nH]c2ccccc12)NC(=O)COc1ccc(Cl)cc1 (stereo not drawn)	-5%	-1	3.0%	3	7	-28	-14	-8	0.6
COCCn1c(SCC(=O)Nc2ccc3[nH]c(=O)[nH]c3c2)nc2ccccc2c1=O	-3%	-10	-3.8%	4	2	-13	-3	1	-0.8
COc1ccc(-c2cn3cccnc3n2)cc1NC(=O)C1CC1	26%	-2	3.7%	20	1	21	8	-4	0.0
O=C(COc1ccccc1)NCc1n[nH]c(=S)n1-c1ccccc1	0%	-16	1.2%	0	4	-16	-5	0	0.1

Rewritten in CSV form: entries from further up
Structure,Anesthetic bind,D1 antag,RXFP1 agonist,D2 PAM,D1 agonist,RXFP1 antagonist,TRHR enhancer,D1 PAM,TRHR agonist
CSc1nnc(CNS(=O)(=O)c2ccc(Cl)cc2)n1C,-1%,-17,1.7%,19,0,-5,0,1,0.0
COc1cccc(C(=O)Cn2c(NCCCO)nc3ccccc32)c1,-14%,-8,3.5%,10,3,0,-3,3,0.5

More compounds.
SMILES	Anesthetic bind	D1 antag	RXFP1 agonist	D2 PAM	D1 agonist	RXFP1 antagonist	TRHR enhancer	D1 PAM	TRHR agonist
COc1cc(S(=O)(=O)N2CCCC2)c(C)cc1C	-9%	5	3.9%	8	2	-13	-4	5	-0.4
CC(=O)Nc1ccccc1-c1nc2ccccc2nc1OCC(=O)c1ccc(Br)cc1	-14%	-4	1.7%	10	0	-10	-8	-1	-0.5
Cc1cc(C)cc(NC(=O)c2ccc(CN3CCc4ccccc4C3)cc2)c1	3%	49	0.1%	-18	7	-14	2	-1	0.1
CC(NC(=O)Cc1ccc(S(=O)(=O)N2CCCCC2)cc1)c1ccccc1 (stereo not drawn)	.	3	-0.6%	24	0	1	14	-1	0.6
Cc1ccc(C(=O)Nc2ccc3ccccc3c2)cc1	-3%	4	-0.2%	-1	0	-4	24	1	0.1
CCn1cc(S(=O)(=O)Nc2nc3ccc(OC)cc3s2)cn1	-3%	9	1.5%	18	0	4	-6	0	0.6
CN(C)CCNC(=O)Cc1ccc([N+](=O)[O-])cc1	-2%	7	1.4%	3	-1	2	9	-5	0.4
COCc1cc(C)nc2sc(C(=O)N3CCN(c4ccccc4)CC3)c(N)c12	?	-8	-1.1%	4	0	.	-2	1	-0.8
COC(=O)c1cc(Br)c(=O)n(Cc2ccc(C(=O)O)cc2)c1	-6%	2	6.0%	-6	2	4	4	-4	-0.1
CCOC(=O)c1ccc(NC(=O)CSc2nc(=O)n3cccc(C)c3n2)cc1	.	10	3.1%	.	6	-13	-1	-1	-0.5
CSc1ccc(CN(C)CC(=O)Nc2ccccc2C(=O)NC2CC2)cc1	.	1	1.4%	7	0	2	-6	-2	-0.1
CC(C(=O)NN)c1ccc([N+](=O)[O-])cc1 (stereo not drawn)	-20%	12	0.7%	-9	2	-19	6	-1	1.2
CC(O)c1n(C)c(Cl)c[n+]1C (stereo not drawn)	2%	4	1.2%	-8	4	-15	-1	-5	0.2
COC(=O)C(NC(C)=O)(Nc1ccc(C)cn1)C(F)(F)F (stereo not drawn)	-3%	-10	3.0%	-6	4	-4	-2	-6	-0.3
Cc1cc(=O)n2c(n1)NC(Nc1cccc(C)c1C)=NC2c1ccccc1 (stereo not drawn)	-3%	-7	-0.2%	4	2	0	-4	4	-0.3
O=C(NC(Cc1c[nH]c2ccccc12)C(=O)N/N=C/c1ccc(Cl)cc1)c1cccs1 (stereo not drawn)	-11%	-1	-0.7%	11	2	-10	8	6	0.3
CCCN(C(=O)CSCc1ccc(Cl)cc1)c1c(N)n(Cc2ccccc2)c(=O)[nH]c1=O	.	-5	-0.4%	1	6	-3	17	0	0.1
O=S(=O)(c1ccccc1)c1cccc(S(=O)(=O)N2CCCCC2)c1	-1%	-8	-0.2%	8	13	-6	-4	-4	-2.0
O=C(CSc1nnc(CNC(=O)c2ccccc2)o1)NCc1ccc(F)cc1	-5%	-7	1.2%	-16	0	-4	1	-6	-0.3
O=C(NCc1ccco1)/C(=C/c1cccc([N+](=O)[O-])c1)NC(=O)c1ccco1	-7%	-10	-1.4%	-2	-1	1	2	-2	0.2
COC(=O)c1c(SC)nc2ccccc2c1OCc1ccc(Cl)cc1	-12%	-18	-0.9%	3	11	.	1	-2	0.0
O=C(O)c1cccc(S(=O)(=O)Nc2ccc3c(c2)OCO3)c1	-10%	4	0.0%	.	2	5	-5	-7	0.0
COC(=O)c1nc(N)sc1-c1ccc(Cl)cc1	-4%	5	0.4%	2	-1	-22	2	3	-0.6
CNC(=S)N(CCCn1ccnc1)Cc1c(F)cccc1Cl	-12%	-5	0.5%	-4	2	5	-1	0	-0.5

Taken from above:
Under D2 PAM, O=C(CSc1nnc(CNC(=O)c2ccccc2)o1)NCc1ccc(F)cc1 has -16
Under Anesthetic bind, COC(=O)c1nc(N)sc1-c1ccc(Cl)cc1 has -4%
Under Anesthetic bind, O=C(O)c1cccc(S(=O)(=O)Nc2ccc3c(c2)OCO3)c1 has -10%
Under D2 PAM, COC(=O)C(NC(C)=O)(Nc1ccc(C)cn1)C(F)(F)F (stereo not drawn) has -6
Under Anesthetic bind, Cc1cc(=O)n2c(n1)NC(Nc1cccc(C)c1C)=NC2c1ccccc1 (stereo not drawn) has -3%
Under TRHR enhancer, O=S(=O)(c1ccccc1)c1cccc(S(=O)(=O)N2CCCCC2)c1 has -4

(further entries)
SMILES	Anesthetic bind	D1 antag	RXFP1 agonist	D2 PAM	D1 agonist	RXFP1 antagonist	TRHR enhancer	D1 PAM	TRHR agonist
CCN(CC)CCNc1nc2nonc2nc1NCCN(CC)CC	-6%	6	1.2%	13	2	-9	3	-1	-0.1
Cc1ccc(-n2ccc(=O)c(C(=O)Nc3ccc(S(=O)(=O)N4CCOCC4)cc3)n2)cc1	-6%	16	0.3%	2	1	-14	-6	-1	1.0
c1ccc(-c2noc(C3CCCCC3)n2)nc1	-14%	-4	1.1%	1	2	5	6	-21	-0.6
CN1CCN(c2ccccc2NC(=O)C(Cc2ccccc2)n2cccc2)CC1 (stereo not drawn)	-7%	7	-0.1%	-2	12	-5	-9	-2	1.6
NC(=O)CC(NC(=O)Cc1cccc2ccccc12)c1ccc(N2CCC(Br)CC2)c([N+](=O)[O-])c1 (stereo not drawn)	-15%	20	2.3%	0	2	.	6	2	-0.1
O=C(c1[nH]c2ccccc2c1Sc1ccc(Cl)cc1)N1CCCCC1	-10%	-12	0.0%	-8	1	-17	3	-1	0.3
Cc1cc(NC(=O)c2cccc(COc3ccc(Br)cc3)c2)no1	1%	5	1.0%	-5	8	.	4	4	1.0
COC(=O)[C@]1(C)N[C@H](c2ccc(-c3ccc(Cl)c(Cl)c3)cc2)[C@@H]2C(=O)N(C)C(=O)[C@@H]21	.	-31*	1.4%	-8	16	.	0	-6	0.4
Cc1cc(N2CCN(c3nnnn3-c3ccccc3)CC2)n2ncnc2n1	-5%	2	1.6%	-8	1	2	-2	-8	1.1
Cc1ccc2nc3c(c(Nc4ccc5c(c4)OCCO5)c2c1)CCC3	5%	16	0.3%	-11	2	2	7	1	-0.1
CC(=O)Nc1ccc(NC(=O)C(C)OC(=O)COc2ccc(Nc3ccccc3)cc2)cc1 (stereo not drawn)	.	-11	-1.1%	3	2	-4	-3	.	0.6
Cc1cc(C)c(S(=O)(=O)N(C)CC(=O)NCc2ccncc2)c(C)c1	-3%	5	1.3%	-2	0	7	-1	-5	-0.4
c1cncc(-c2nc(NCC3COc4ccccc4O3)c3ccccc3n2)c1 (stereo not drawn)	-22%	-13	0.4%	7	1	-3	0	-4	0.0
COc1ccc(F)cc1C(=O)C1CCCN(Cc2c(C)n(C)n(-c3ccccc3)c2=O)C1 (stereo not drawn)	-4%	2	2.1%	-13	0	8	-4	-1	0.1
CCN1C(=O)C(Cc2nc3ccccc3c(=O)n2-c2ccc(OC)cc2)c2ccccc21 (stereo not drawn)	-18%	8	-1.1%	7	-1	-9	-2	-2	1.3
COC(=O)[C@H](CC(C)C)NC(=O)N1CCN(c2cccc(C(F)(F)F)c2)CC1	?	-3	-0.5%	-3	3	7	3	-2	-0.2
N#Cc1nc(-c2cccs2)oc1NCc1ccc2c(c1)OCO2	92%[activator]	-6	8.0%	9	0	15	-10	-2	-0.1
Cc1ccccc1CCNC(=O)c1cc2ccccn2n1	-15%	-8	-0.5%	-1	2	-8	-2	-4	-0.3
c1ccc(CNc2nnnn2-c2ccccc2)cc1	0%	2	0.5%	-12	9	15	-3	-13	-0.2
COc1ccccc1N1CCN(S(=O)(=O)c2c(C)ccc3nsnc23)CC1	-6%	-1	-0.1%	4	5	0	2	8	-0.4
COC(=O)[C@@H]1CCCN1Cc1nc(Cc2ccc(OC)c(OC)c2)no1	-5%	-10	3.2%	-13	1	3	2	-4	1.2
C[C@@]12CCC3[C@@](CCC4[C@@]3(C)CCC[C@@]4(C)C(=O)NCc3ccccc3)(CC1=O)C2 (stereo partly drawn)	.	.	-1.8%	1	-4	.	-6	3	-0.4
CCOC(=O)N1CCN(c2cc(=O)n(-c3ccccc3C)c(=O)[nH]2)CC1	-3%	-27	0.2%	0	2	3	0	2	0.2
Cc1cccc(CC(=O)Nc2cc(C)c3c(=O)oc4ccccc4c3n2)c1	-1%	-6	12%	24	-1	.	6	14	-0.3
Cc1ccc2cc(CN(Cc3ccco3)S(=O)(=O)c3c(C)ccc4nsnc34)c(=O)[nH]c2c1	-11%	-19	0.0%	-3	3	11	-2	-2	0.0
CCCn1c(SCC(=O)Nc2nc3c(s2)CCCC3)nc2c1c(=O)n(C)c(=O)n2C	-7%	6	0.4%	2	2	-5	27	1	-0.2
